# DRD3 agonist = D3 dopamine receptor (human) agonism; AID 652048; 0.58% of 410,000 active; max activation, %; P35462; D3R DiscoveRx beta-arrestin cells, luminescence, 90 min; in the data active means max activation above about 30%; further: 0% is about no effect; mostly tested at two doses, the higher about 12 µM
# Target sequence (P35462 whole entry, looked up): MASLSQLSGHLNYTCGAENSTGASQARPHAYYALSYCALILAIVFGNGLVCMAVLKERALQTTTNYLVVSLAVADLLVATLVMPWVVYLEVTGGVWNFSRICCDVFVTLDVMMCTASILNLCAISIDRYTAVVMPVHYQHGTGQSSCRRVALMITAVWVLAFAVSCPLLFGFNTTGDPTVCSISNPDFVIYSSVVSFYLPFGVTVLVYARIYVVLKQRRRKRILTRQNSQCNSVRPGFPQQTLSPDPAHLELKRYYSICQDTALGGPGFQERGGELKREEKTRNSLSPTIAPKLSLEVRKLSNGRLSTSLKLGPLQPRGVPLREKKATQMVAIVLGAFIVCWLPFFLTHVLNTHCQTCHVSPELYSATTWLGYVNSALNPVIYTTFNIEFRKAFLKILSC
#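 Agonist-mode cell screen: cells plated at 1500/well and incubated overnight at 37 °C, then exposed to library compounds for 90 min at 37 °C. Detection reagent was added for 30–60 min at room temperature, and luminescence was read.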
# aSyn rescue = alpha-synuclein toxicity inhibition in yeast | Potency, µM (top dose mostly 46.1 µM), inactives show at the top dose growth rescue (activation), actives largely listed as activators | Yeast expressing alpha-synuclein, growth rescue, BacTiter-Glo, 24 h | AID 652106 | 0.14% of 370,000 active; further: potency means the concentration at half of the fitted maximal effect; % of control where 0% means no effect; nearly all actives have a fitted effect of over 65% in size
#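 Galactose-induced alpha-syn yeast (OD600=0.02, raffinose-pregrown) + pinned cpd, 24 hr, 30 deg C; growth by BacTiter-Glo luminescence. Growth restoration scores as activation.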
# KB-V1 cytotox = KB-V1 MDR subline cytotoxicity | KB-V1 MDR cells viability, CellTiter-Glo, 72 h | AID 1347076 | 3.4% of 400,000 active | Potency, µM (highest dose often 46.1 µM), without a hit: at the highest dose activity change, negative = cytotoxicity, actives largely listed as cytotoxic; further: potency means the concentration at half of the fitted maximal effect; on the % scale 0 is the no-effect control and ±100 the full control effect; nearly all actives have a fitted effect of over 60% in size
#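 In this primary screen, KB-V1 cells overexpressing P-gp are incubated with library compounds (lowest to highest concentration) for 72 h at 37 degrees C before a luminescent ATP viability read.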
# PTHR1 ag = activates the human parathyroid hormone receptor PTHR1; 0.075% of 410,000 active; Potency, µM (top dose mostly 115 µM), for inactives: top-dose activation, most hits filed as activators; HEK293 GP2 PTHR1 cells, GloSensor cAMP luminescence, 1 h; further: potency means the concentration at half of the fitted maximal effect; nearly all actives have a fitted effect of over 55% in size; some results filed as inactive show a strong effect at the top dose; inactives centre near -15; many of its hits are not listed in these tables
# Target sequence (Q03431 whole entry, looked up): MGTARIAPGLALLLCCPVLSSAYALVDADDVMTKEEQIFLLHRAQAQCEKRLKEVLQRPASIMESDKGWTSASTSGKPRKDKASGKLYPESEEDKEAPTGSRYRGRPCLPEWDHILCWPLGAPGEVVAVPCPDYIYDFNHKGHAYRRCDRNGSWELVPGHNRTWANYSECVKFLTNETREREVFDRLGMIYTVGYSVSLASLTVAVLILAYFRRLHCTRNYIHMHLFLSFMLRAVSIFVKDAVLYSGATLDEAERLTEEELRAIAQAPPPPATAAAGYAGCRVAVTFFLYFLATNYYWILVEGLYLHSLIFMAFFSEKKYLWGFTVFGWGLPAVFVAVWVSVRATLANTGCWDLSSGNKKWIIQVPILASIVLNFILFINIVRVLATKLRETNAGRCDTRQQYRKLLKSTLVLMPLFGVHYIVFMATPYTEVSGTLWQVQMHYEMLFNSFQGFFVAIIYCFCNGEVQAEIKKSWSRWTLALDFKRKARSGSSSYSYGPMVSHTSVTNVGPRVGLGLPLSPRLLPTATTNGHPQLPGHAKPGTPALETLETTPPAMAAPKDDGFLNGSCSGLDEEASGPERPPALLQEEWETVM
#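 HEK-293-derived GP2 cells expressing PTHR1 and a GloSensor cAMP reporter, 3,000/well, plated overnight, given luciferin plus IBMX (each 0.5 mM as added) for 1 h at 37 °C, then compound for 1 h at 37 °C. Luminescence was read after 15 min at room temperature.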
# DRD3 antagonist = D3 dopamine receptor (human) antagonism. P35462. D3R cells, DiscoveRx beta-arrestin luminescence, antagonist mode; stronger effect = lower value. max response, negative = inhibition, %. 2.5% of 360,000 active. AID 652054; in the data active means max response below about -50%; inconclusive means no clear call, values can overlap the other calls; further: on the % scale 0 is the no-effect control and ±100 the full control effect; mostly tested at two doses, the higher about 12 µM
#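 Cells expressing the human receptor were seeded at 1500 cells/well, incubated overnight at 37 degrees C in 5% CO2, then exposed to library compounds with dopamine controls for 90 minutes at 37 degrees C before luminescent detection.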
# GLP-1R agonist = agonists of human GLP-1 receptor; HEK293 GLP-1R CRE-luciferase, luminescence, 4-6 h; cells express a hypersensitive GLP-1R form; Potency, µM (top dose mostly 45.6 µM), without a hit: at the highest dose activation, hits mostly activators; 0.007% of 380,000 active; P43220; further: potency means the concentration at half of the fitted maximal effect; % of control where 0% means no effect
# GLP1R cytotox = cytotoxicity counter-screen for GLP-1 receptor inverse agonists. AID 624418. Potency, µM (highest dose often 38.3 µM), for inactives: top-dose activity change, negative = inhibition, hits mostly inhibitors. HEK293 cAMP-luciferase reporter cells, luminescence, 24 h. 0.13% of 410,000 active;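 further: loss of luciferase light is scored as toxicity; potency means the concentration at half of the fitted maximal effect; on the % scale 0 is the no-effect control and ±100 the full control effect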
#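 Luminescence readout: signal drop marks cytotoxicity. Plated cells grew 12 h at 37 °C, 5% CO2, received 23 nL compound for 24 h, then got luciferase reagent, read after 12 min at RT.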
# TDP43 rescue = TDP-43 toxicity inhibition in yeast; TDP-43 expressing yeast growth rescue, BacTiter-Glo, 24 h; 1.8% of 410,000 active; Potency, µM (series often up to 46.1 µM), for inactives: top-dose growth rescue (activation), usual class: activators; AID 652104; further: potency means the concentration at half of the fitted maximal effect; % of control where 0% means no effect; nearly all actives have a fitted effect of over 50% in size
#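 Readout is BacTiter-Glo luminescence of cell growth, so inhibitors register as activators. TDP-43-expressing yeast at OD600=0.02 in galactose medium, after raffinose pregrowth to mid-log, were incubated with compound for 24 hr at 30 deg C.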
# GLP-1R inv ag = inverse agonists of human GLP-1 receptor; 1.6% of 410,000 active; AID 624417; HEK293 GLP-1R CRE-luciferase, luminescence, 24 h; GLP-1R form is constitutively active; P43220; Potency, µM (doses to about 38.3 µM), for the others: at the top dose activity change, negative = inhibition, actives largely listed as inhibitors; further: potency means the concentration at half of the fitted maximal effect; on the % scale 0 is the no-effect control and ±100 the full control effect; nearly all actives have a fitted effect of over 55% in size
#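 Readout was luciferase luminescence, measured 12 min after detection reagent at room temperature. Beforehand, GLP-1R reporter HEK293 cells had sat 12 h, then received compounds for 24 hr at 37 deg C.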
# Numbers without * were called inactive; i = inactive; ? = inconclusive; nt = no result given; [ ] = dose if it differs, or a comment. Unless noted, the call rests on the fitted dose curve; in most records, active means well fitted curve in the direction sought with a large enough effect; inconclusive means small, poorly fitted or top-dose-only effect, or another doubt; inactive means no such curve, though single readings can be large; an effect the other way counts as inactive or inconclusive. These rows are one share of the data. The share of hits here may be higher or lower than overall.
# Below each SMILES – GLP1R cytotox | aSyn rescue | DRD3 agonist | TDP43 rescue | KB-V1 cytotox | GLP-1R agonist | DRD3 antagonist | PTHR1 ag | GLP-1R inv ag
COc1ccc(NC(=O)CN2CCN(c3ccc(F)cc3)CC2)cc1
→ -0.4% | -1.7% | -10.8 | 7.1% | -2.7% | 9.3% | -6.0 | -0.7% | -8.0%
CNC(=O)C1CN(C(=O)c2cccc(S(=O)(=O)N3CCc4ccccc43)c2)c2ccccc2O1 (stereo unspecified)
→ -14.6% | -1.5% | -2.9 | -12.1% | -22.8% | 3.6% | -27.2 | i | ?
CCCCNC(=O)/C(=C/c1ccco1)NC(=O)c1ccco1
→ 4.0% | 0.2% | 2.1 | 1.3% | ? | -8.6% | 7.1 | -12.3% | -5.2%
COc1cc(NC(=O)CN2C(=O)C(c3ccc(Cl)cc3)=NC23CCCCC3)cc(OC)c1
→ 0.2% | nt | -1.4 | 16.7% | nt | nt | nt | 19.1% | ?
COc1cccc(C(O)c2cnc(C(C)C)n2C)c1 (stereo unspecified)
→ -9.2% | 1.5% | 21.7 | -7.7% | 0.8% | 5.4% | 15.0 | i | -3.6%
COc1ccc(NC(=O)C2(C)CCN2C2Cc3ccccc3C2)cc1OC (stereo unspecified)
→ -1.1% | -3.0% | 6.0 | 18.6% | 4.2% | -0.2% | 22.7 | -12.3% | 1.5%
COc1cc(/C=C(\C(=O)O)c2ccc(S(=O)(=O)N3CCCC3)s2)cc(OC)c1
→ 1.5% | 3.4% | 1.9 | 21.1% | 5.4% | -9.4% | 19.6 | -15.3% | 11.9%
Cc1ccc(NC(=O)CC2SC3=NCCN3C2=O)cc1 (stereo unspecified)
→ 4.7% | -51.5%[inhibitor] | 0.4 | ? | 1.8% | -11.2% | 4.5 | ? | 0.0%
CC1(C)NC(=O)N(CCC(=O)Nc2cc(C(F)(F)F)ccc2Cl)C1=O
→ 13.1% | -2.3% | 9.2 | 10.2% | -2.0% | -1.0% | -7.9 | -93.4%[inhibitor] | 0.0%
Cc1cc(=O)oc2cc(OC(C)C(=O)NC3CCCC3)ccc12 (stereo unspecified)
→ -1.2% | -1.3% | -5.3 | -8.0% | ? | 10.1% | 0.7 | -9.3% | 5.4%
O=C1CCCC2=C1C(c1ccc(Cl)cc1)n1c(s/c(=C\c3ccc4ccncc4c3)c1=O)=N2 (stereo unspecified)
→ 13.2% | -0.5% | -1.5 | 18.8% | ? | 0.2% | -0.2 | -9.3% | -4.1%
Cc1ccccc1OCc1nc(-c2ccc(-n3cccc3)cc2)no1
→ 0.7% | 2.1% | 20.8 | 28.2% | 1.3% | 3.2% | 26.9 | -14.2% | 0.0%
CC(C)(C)c1ccc(/C=C2\Oc3cc(O)ccc3C2=O)cc1
→ nt | 5.7% | 2.8 | 2.4% | 0.0% | -3.0% | 29.3 | -68.9%[inhibitor] | 24.4%
CC(C)CCNC(=O)c1cn(C)c2ccc(S(=O)(=O)N3CCOCC3)cc2c1=O
→ 3.6% | nt | 15.1 | 6.7% | 1.2% | nt | nt | i | 9.7%
CC(C)OC(=O)CN1CCN(C2c3ccccc3-c3ccccc32)CC1
→ 3.1% | -9.0% | -2.1 | -13.5% | 1.6% | -0.5% | -18.0 | i | ?
COc1ccc(OC(=O)NCCc2ccccc2)cc1
→ -5.5% | 0.9% | 4.6 | -6.1%[1.82 µM] | 0.0% | 14.3% | 15.9 | i | -1.0%
CS(=O)(=O)c1ccc(C(=O)NC2CCOC2=O)cc1 (stereo unspecified)
→ 7.8% | -0.2% | 32.0* | 21.9% | -7.3% | -12.3% | 15.9 | i | 0.0%
Fc1ccc(-c2nnc(CN3CCN(c4ccccn4)CC3)o2)cc1
→ -6.4% | nt | 80.1* | 8.3% | 7.5% | nt | nt | i | -28.1%
CCOC(=O)N1CCC(N2Cc3cccc(C(=O)NC(C)c4ccc5c(c4)OCCO5)c3C2=O)CC1 (stereo unspecified)
→ 0.8% | 7.3% | -7.0 | -9.7% | -15.6% | 8.4% | 5.8 | 13.4% | -20.3%
CC1Cn2c(Cc3ccccc3)nnc2S1 (stereo unspecified)
→ 3.7% | 1.7% | -1.4 | 9.6% | 0.0% | -6.5% | 1.1 | -19.1% | 22.5%

# A different layout for part of the listing above:
Compound | GLP1R cytotox | aSyn rescue | DRD3 agonist | TDP43 rescue | KB-V1 cytotox | GLP-1R agonist | DRD3 antagonist | PTHR1 ag | GLP-1R inv ag
CC1(C)NC(=O)N(CCC(=O)Nc2cc(C(F)(F)F)ccc2Cl)C1=O | 13.1% | -2.3% | 9.2 | 10.2% | -2.0% | -1.0% | -7.9 | -93.4%[inhibitor] | 0.0%
Cc1cc(=O)oc2cc(OC(C)C(=O)NC3CCCC3)ccc12 (stereo unspecified) | -1.2% | -1.3% | -5.3 | -8.0% | ? | 10.1% | 0.7 | -9.3% | 5.4%

# Exported with each value named: part of the list above
molecule: COc1ccc(OC(=O)NCCc2ccccc2)cc1
  GLP1R cytotox: -5.5% | aSyn rescue: 0.9% | DRD3 agonist: 4.6 | TDP43 rescue: -6.1%[1.82 µM] | KB-V1 cytotox: 0.0% | GLP-1R agonist: 14.3% | DRD3 antagonist: 15.9 | PTHR1 ag: i | GLP-1R inv ag: -1.0%
molecule: CCOC(=O)N1CCC(N2Cc3cccc(C(=O)NC(C)c4ccc5c(c4)OCCO5)c3C2=O)CC1 (stereo unspecified)
  GLP1R cytotox: 0.8% | aSyn rescue: 7.3% | DRD3 agonist: -7.0 | TDP43 rescue: -9.7% | KB-V1 cytotox: -15.6% | GLP-1R agonist: 8.4% | DRD3 antagonist: 5.8 | PTHR1 ag: 13.4% | GLP-1R inv ag: -20.3%

# Other results follow:
# Below each SMILES – GLP1R cytotox | aSyn rescue | DRD3 agonist | TDP43 rescue | KB-V1 cytotox | GLP-1R agonist | DRD3 antagonist | PTHR1 ag | GLP-1R inv ag
O=C(O)c1ccc(Cl)c(S(=O)(=O)NCc2cccnc2)c1
→ -7.3% | -7.5% | -10.9 | nt | -13.3% | -3.1% | -0.4 | -9.8% | 13.0%
CC(/C=C/c1ccco1)=N\NC(=O)COc1ccc(C)c(C)c1
→ -12.6% | -1.5% | 3.8 | -16.5%[0.397 µM] | 47.9% | 12.0% | 0.7 | i | 3.4%
COc1ccc(NC(=O)/C=C\C(=O)N(c2ccc(C(C)C)cc2)C(C(=O)NCc2ccco2)c2ccc(F)cc2)cc1 (stereo unspecified)
→ -30.1% | nt | 2.1 | 2.0% | nt | nt | nt | i | ?
O=C(OCc1cnc(Cl)s1)c1cccc(Cl)c1
→ 5.6% | 6.5% | 1.9 | 8.5% | 0.0% | 2.7% | -2.1 | -21.7% | ?
CN(C)c1ccc(NC(=O)CSc2n[nH]c(-c3ccco3)n2)cc1
→ -0.3%[0.307 µM] | 3.6% | 6.0 | 8.8% | 18.3% | -9.8% | 5.2 | i | 5.4%[0.307 µM]
CCc1nc2ccc(C(=O)Nc3cc(-c4ccccc4)ccc3OC)cn2c1N(C=O)CCC(C)C
→ -14.2% | 0.1% | 69.0* | 0.0% | -6.5% | -4.9% | 5.9 | -2.2% | ?
FC(F)(F)c1nc2cc3nc4ccccc4[nH]c3cc2n1
→ -36.9% | -14.8% | -7.0 | -23.6% | 8.7% | 7.3% | -5.4 | -26.1% | 0.3%
O=C(CN1C(=O)NC2(CCCCCCC2)C1=O)N1CCc2ccccc2C1
→ -17.8% | 6.2% | -2.5 | -4.0% | 0.0% | -3.2% | -12.0 | i | ?
COC(=O)C1=C(C(=O)OC)[C@@H]2Nc3ccccc3[C@@]23C[C@@H](C(=O)OC)N=C3N1
→ 26.2% | -0.4% | -32.1 | -11.5% | 4.7% | -3.1% | -13.6 | -2.2% | 13.4%
CCCn1nc2cc(C(=O)NCc3ccc(C)cc3)ccc2c1OCC
→ -7.3% | 5.1% | 6.4 | 0.0% | ? | -7.6% | -1.4 | i | 5.8%
COc1ccc2nc(N3CCCCC3)c(/C=C3\SC(=S)NC3=O)cc2c1
→ -5.0% | 0.5% | 4.5 | 3.0% | -15.9% | 1.3% | 22.7 | -32.2%[inhibitor] | 4.8%
COc1ccccc1CCNC(=O)CSc1nc(=O)[nH]c2c1CCC2
→ -6.2% | -3.1% | -5.0 | -9.5% | 8.9% | -9.2% | 6.0 | i | 7.5%
O=C(C1CC1)N1CCC(c2nc(-c3ccc(S(=O)(=O)N4CCCC4)cc3)no2)CC1
→ -0.1% | 14.6% | 11.7 | -0.3% | ? | -7.4% | 5.0 | i | 0.0%
COc1ccc(C=O)c(OC)c1
→ -6.9% | -4.6% | -1.3 | -23.2% | -1.0% | -7.1% | -18.4 | 10.6% | -2.3%
COc1ccc(NC(=O)NC23CC4(C)CC(C)(CC(C)(C4)C2)C3)cc1OC
→ -4.3% | 13.0% | 6.2 | 17.0% | -1.2% | 5.1% | 1.5 | -14.1% | ?
CCN(CC)S(=O)(=O)c1cc(NS(=O)(=O)c2ccccc2)ccc1C
→ 4.4% | -2.6% | -7.7 | 7.7% | -6.3% | -1.2% | -8.8 | i | ?
C/C(CC(C)C)=N\NS(=O)(=O)c1ccc(C)c([N+](=O)[O-])c1
→ 0.3% | 1.7% | 3.7 | 6.0% | -4.9% | -5.3% | -2.1 | ? | 15.5%
CC1(c2nnc(-c3ccc(F)cc3)o2)CC(c2cccc(Cl)c2)=NO1 (stereo unspecified)
→ 9.8% | 14.1% | -1.1 | ? | -2.7% | 14.6% | -12.6 | -34.5%[inhibitor] | ?
O=C(Nc1ccccc1)/C(=C\c1ccncc1)NC(=O)c1ccccc1
→ -9.4% | 2.7% | 0.2 | 1.6% | 0.4% | 0.6% | ? | i | 6.1%
CC(C)NS(=O)(=O)c1ccc(OCC(=O)N2CCN(c3ccccc3F)CC2)cc1
→ -2.0% | nt | 5.7 | -1.9% | 6.6% | nt | nt | -21.2% | -6.8%
CCn1c(CN(C)c2ccccc2)nc2ccccc21
→ -8.2% | 2.1% | 3.8 | 0.5% | ? | 1.3% | -2.9 | -37.6%[inhibitor] | ?

# From PubChem BioAssay
